# S3 lipid droplet = qHTS Assay for Lipid Storage Modulators in Drosophila S3 Cells; Drosophila S3 cells, BODIPY lipid droplet fluorescence, 18-24 h; cells fed with added oleic acid; Potency in µM for hits, for the others lipid storage change, negative = inhibition, % at the top dose, mostly 46.1 µM; 0.64% of 320,000 active; AID 2685; active = well fitted inhibition curve with a large enough effect in the signal ratio, with a control signal flat, not every such curve was filed as active; inconclusive = small, poorly fitted or top-dose-only effect, or effect the other way, or a change in a side signal; the % refers to the signal ratio
#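 Laser-scanning cytometry quantifies lipid droplet accumulation (500–530 nm total intensity; droplet/cell object ratio) in oleic acid-fed (400 uM added) Drosophila S3 cells treated with a concentration series. 20 uM Triacsin C defined 100% inhibition.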
# S3 lipid droplet cell count max = recorded beside S3 lipid droplet, whose call it bears; cell number change, %; measured here: cell count max response;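 cells counted by Cell Tracker Red CMTPX staining in the red channel; peak over a dose series mostly up to 46.1 µM; percent activity relative to internal control wells on each plate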
# An asterisk follows results filed as active; i = inactive; ? = inconclusive; nt = not tested or not shown; [ ] = dose if it differs, or a comment. % is set by controls: 0 for no effect and ±100 for the full control effect; potency is the fitted concentration of half-maximal effect. Some of the compounds tested. The share of hits here may be higher or lower than overall.
1	O=C1[C@@H]2CSCN2C(=O)CN1Cc1ccccc1F
2	O=C(O)CC(c1ccc(C(F)(F)F)cc1)N1Cc2ccccc2C1=O (stereo not given)
3	Cc1ccc(O)c(NC(=O)c2cc(-c3ccccc3)on2)c1
4	Cc1ccc(NS(=O)(=O)c2ccc3c(c2)n(C)c(=O)n3C)cc1
5	O=C(CSc1nnnn1C1CC1)N1CCN(c2ccc(O)cc2)CC1
6	O=[N+]([O-])c1ccc(C=Nc2ccc(Cl)cc2Cl)s1
7	Cc1ccc(CSCC(=O)N(C)CC(=O)Nc2c(Cl)cccc2Cl)cc1
8	COCCC(=O)N1CCC(Oc2ccc(C(=O)NCc3nccn3C)cc2)CC1
assay / compound | 1 | 2 | 3 | 4 | 5 | 6 | 7 | 8
S3 lipid droplet | -3.7% | 2.6% | ? | 5.3% | -6.0% | ? | ? | 10.6%
S3 lipid droplet cell count max | nt | 16.9 | nt | 8.0 | 16.9 | nt | nt | 12.3

# Six entries from above, set out differently:
# Order of results: S3 lipid droplet	S3 lipid droplet cell count max
1	O=C1[C@@H]2CSCN2C(=O)CN1Cc1ccccc1F
  -3.7%	nt
3	Cc1ccc(O)c(NC(=O)c2cc(-c3ccccc3)on2)c1
  ?	nt
6	O=[N+]([O-])c1ccc(C=Nc2ccc(Cl)cc2Cl)s1
  ?	nt
8	COCCC(=O)N1CCC(Oc2ccc(C(=O)NCc3nccn3C)cc2)CC1
  10.6%	12.3
4	Cc1ccc(NS(=O)(=O)c2ccc3c(c2)n(C)c(=O)n3C)cc1
  5.3%	8.0
7	Cc1ccc(CSCC(=O)N(C)CC(=O)Nc2c(Cl)cccc2Cl)cc1
  ?	nt

# Carrying on.
9	O=C(O)C1CC=CCC1C(=O)N1CCN(c2nc(-c3ccccc3)c3ccccc3n2)CC1 (stereo not given)
10	O=[N+]([O-])c1ccc(N2CCN(Cc3ccc4c(c3)OCO4)CC2)nc1
11	COC(=O)c1ccc(S(=O)(=O)N2C3CCC2CC(NC(=O)C2CC2)C3)cc1 (stereo not given)
12	Cc1cccc(NC(=S)NNC(=O)CC(C)O)c1C (stereo not given)
13	COC(=O)c1scc(C)c1NC(=O)Nc1ccccc1
14	CC(C)N1CC(C(=O)Nc2nc3ccccc3s2)CC1=O (stereo not given)
15	CC(=O)N1CCC2(CC1)C/C(=N\NC(=S)Nc1ccc(C)cc1)c1cc(O)ccc1O2
16	C/C(=N\NC(=S)NC1CCCCC1)c1ccc(OC(F)F)cc1OC(F)F
assay / compound | 9 | 10 | 11 | 12 | 13 | 14 | 15 | 16
S3 lipid droplet | 13.1% | ? | 4.0% | ? | ? | i | ? | 5.9%[9.22 µM]
S3 lipid droplet cell count max | 4.5 | nt | -16.7 | nt | nt | nt | nt | -2.4

17	CCOC(=O)c1ccc(NC(=S)N2CCN(CCNC3=CC(=O)CC(C)(C)C3)CC2)cc1
18	CCOc1ccc(-c2ccc(/C=C3/C(=N)N4C=CSC4=NC3=O)o2)c([N+](=O)[O-])c1
19	O=C(COC(=O)c1c(Cl)cccc1Cl)Nc1cc(Cl)ccc1Oc1ccccc1
20	CC(=O)N1CCN(c2ccc(NC(=O)c3ccc4c(c3)OCCO4)cc2Cl)CC1
21	CC(C)Oc1ccc(C(CC(=O)O)n2cnnn2)cc1 (stereo not given)
22	Cc1cccc(C)c1N(Cc1ccccc1F)S(C)(=O)=O
23	COCCNC(=S)N(Cc1cc2cc(C)ccc2n2nnnc12)C1CCCC1
24	Cc1cccc(NS(=O)(=O)c2csc(C(N)=O)c2)c1
assay / compound | 17 | 18 | 19 | 20 | 21 | 22 | 23 | 24
S3 lipid droplet | 1.5% | -13.3% | -23.1% | 19.3% | -0.9% | ? | -0.3% | -7.2%
S3 lipid droplet cell count max | -1.5 | 4.8 | -22.4 | -11.0 | 6.6 | nt | 11.4 | -12.0

25	Cc1cccc(OCc2nnc3n2CCCCC3)c1
26	O=C(Nc1c(F)cc(F)cc1Br)c1cc(-c2ccco2)on1
27	CCOc1cc(/C=N\NC(=O)CN2CCOCC2)ccc1OCc1ccc(F)cc1
28	COc1cccc(NC(=S)N(C)C2CCN(C)CC2)c1
29	CC(=O)N1C(=O)N(C(C)=O)C2C1N(C(C)=O)C(=O)N2C(C)=O (stereo not given)
30	CCCN1CCN(C(=O)C2CCN(c3nnc(C)c4c(C)n(-c5ccc(C)cc5)nc34)CC2)CC1
31	Nc1nc(-c2ccccc2)c(-c2ccc([N+](=O)[O-])cc2)s1
32	COc1ccc(NC(=O)N2CCc3ccccc3C2)cc1
33	CCOC(=O)C1CCCN(C(=O)c2ccc(Cn3c(=S)[nH]c4cc(C(=O)OC)ccc4c3=O)cc2)C1 (stereo not given)
34	COc1ccc(C(=O)c2coc3ccc(O)cc23)cc1
35	COC(=O)C1=C(C)N(C)C(=O)NC1c1cc2c(cc1Br)OCO2 (stereo not given)
assay / compound | 25 | 26 | 27 | 28 | 29 | 30 | 31 | 32 | 33 | 34 | 35
S3 lipid droplet | -28.8% | ? | ? | -3.7% | ? | ? | 20.9% | i | 0.1% | ? | i
S3 lipid droplet cell count max | 8.8 | nt | nt | 14.2 | nt | nt | 0.7 | -3.5 | 10.2 | nt | -13.5

# Screen by screen, as entered above:
# Nos. 31–35 in S3 lipid droplet read 20.9%, i, 0.1%, ?, i
# Nos. 31–35 in S3 lipid droplet cell count max read 0.7, -3.5, 10.2, nt, -13.5

# Screening data from PubChem.
